Casp6 inh = inhibitors of human caspase-6. P55212. purified caspase-6, Z-VEID-R110 cleavage fluorescence. inhibition, % at 12.5 µM. 0.53% of 350,000 active;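 active = mean inhibition across replicates at least about 35%, with every replicate also reaching that limit, limit read from the data; inconclusive = only one of the two criteria met; inactive = neither criterion met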;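 also: 0% = median of neutral control wells and 100% = no fluorescence left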
Target sequence (P55212 24-179 limits assumed): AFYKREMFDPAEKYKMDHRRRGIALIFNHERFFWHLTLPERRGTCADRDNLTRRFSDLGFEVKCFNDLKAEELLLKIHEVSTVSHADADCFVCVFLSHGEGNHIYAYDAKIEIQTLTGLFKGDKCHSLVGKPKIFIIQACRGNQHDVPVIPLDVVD
Target sequence (P55212 194-293 limits assumed): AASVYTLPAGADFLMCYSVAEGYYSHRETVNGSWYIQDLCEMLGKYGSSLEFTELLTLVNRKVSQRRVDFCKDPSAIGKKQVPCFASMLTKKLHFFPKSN
XiGFP reactiv = X-chromosome reactivation activator. XiGFP mouse fibroblasts, % GFP-positive cells imaging, 3 d; cells co-treated with 5-aza-dC sensitizer; scaled so ellipticine positive control = 100%. activation, % at 7.58 µM. 0.055% of 360,000 active;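 active = mean normalized replicate activation at least 10% and every replicate at or above 10%; inconclusive = only one of the two criteria met; inactive = mean below 10% and not all replicates reach 10%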;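 also: 0% = median of on-plate neutral control wells and 100% = ellipticine 6 µM median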
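System: XiGFP fibroblasts, SV40-immortalized. Medium: DMEM plus 5-aza-dC sensitizer. Doses: single point. Timing: 3 d treatment, 15 min room-temperature fixation. Control set: ellipticine 6 µM.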
DENV2 CPE = protects cells from dengue virus 2 cytopathic effect; DENV2-infected cells, cytopathic effect rescue, plate reader; CPE inhibition, % at 9.99 µM; 1.7% of 350,000 active; AID 651640; in the data active = CPE inhibition above about 20%, passing the limit was not always enough; inconclusive = no clear call, values can overlap the other calls; tested in BHK-21 cells;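 also: 0% = median of neutral control wells and 100% = median of positive control wells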
F508del corr = correctors of CFTR F508del function in bronchial epithelial cells. activity (quench increase), % at 7.58 µM. 0.36% of 350,000 active. AID 720511. CFBE cells, YFP halide quenching; stimulated with forskolin plus potentiator P3; % fluorescence drop versus neutral controls;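 active = mean added fluorescence quench of at least 8% versus neutral control, with both replicates also reaching 8%; inconclusive = only one of the mean or replicate conditions met; inactive = mean below 8% and not both replicates reaching 8%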;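 also: cells transiently co-express mutant CFTR-F508del with the halide-sensitive YFP; corrector assay measuring rescue of mutant channel to the surface after 24 h compound exposure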
RAD52 inh = RAD52 (human) annealing inhibition. P43351. recombinant RAD52 DNA annealing, FRET fluorescence. inhibition, % at 18.7 µM. 0.46% of 360,000 active;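 active = every replicate showing at least 50% inhibition; inconclusive = mean inhibition at least 50% but not in every replicate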
E-sel inducer = E-selectin induction on HUVECs | P16581 | activation, % at 7.58 µM | 0.37% of 260,000 active | HUVEC E-selectin immunofluorescence imaging; normalized: neutral wells 0, TNF-alpha wells 100;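 active = mean E-selectin-positive cell signal at least 10% of the positive control, reached in at least 60% of replicates, without over 20% cell loss; inconclusive = no rule given, readout overlaps actives, possibly toxicity-flagged; inactive = the rest, including those meeting only one limit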;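 also: in these data hits start at about 27%; measured in HUVEC primary endothelial cells; signal is the percent of cells scored E-selectin positive by PE staining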
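Material: HUVEC primary endothelial cells; Amount: 3,000 cells per well; Dosing: single concentration; Medium: EGM-2 growth medium on 0.1% gelatin-coated wells; Read-out basis: percent E-selectin-positive cells; Signal: immunofluorescence imaging; Control set: TNF-alpha, DMSO.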
GSIS activator = GLuc luminescence reporter in INS-1E cells, primary screen for activators of glucose-dependent secretion of insulin; activation, % at 16.6 µM; INS-1E GLuc reporter insulin secretion, 2-3 h; 0.61% of 370,000 active; AID 743287;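 active = lowest replicate activation of at least 40%, so every replicate reaches that level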;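 also: 0% = median of neutral control wells and 100% = median of IBMX positive control wells; some compounds called inactive have numbers as strong as hits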
RAD54 inh = RAD54 (human) branch migration inhibition | Q92698 | AID 602329 | 0.14% of 360,000 active | RAD54 Holliday junction branch migration, FAM/BHQ fluorescence | inhibition, % at 10.4 µM;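 active = mean normalized replicate activity at least 40 and at least half of replicates scoring 40 or more; inconclusive = only one of the two criteria met; inactive = mean below 40 and under half of replicates reaching 40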;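 also: 0% = median of neutral control wells and 100% = median of positive control wells; inhibitors cause a drop in the FAM fluorescence signal; in these data hits start at about 50%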
Target sequence (Q92698 whole entry, looked up): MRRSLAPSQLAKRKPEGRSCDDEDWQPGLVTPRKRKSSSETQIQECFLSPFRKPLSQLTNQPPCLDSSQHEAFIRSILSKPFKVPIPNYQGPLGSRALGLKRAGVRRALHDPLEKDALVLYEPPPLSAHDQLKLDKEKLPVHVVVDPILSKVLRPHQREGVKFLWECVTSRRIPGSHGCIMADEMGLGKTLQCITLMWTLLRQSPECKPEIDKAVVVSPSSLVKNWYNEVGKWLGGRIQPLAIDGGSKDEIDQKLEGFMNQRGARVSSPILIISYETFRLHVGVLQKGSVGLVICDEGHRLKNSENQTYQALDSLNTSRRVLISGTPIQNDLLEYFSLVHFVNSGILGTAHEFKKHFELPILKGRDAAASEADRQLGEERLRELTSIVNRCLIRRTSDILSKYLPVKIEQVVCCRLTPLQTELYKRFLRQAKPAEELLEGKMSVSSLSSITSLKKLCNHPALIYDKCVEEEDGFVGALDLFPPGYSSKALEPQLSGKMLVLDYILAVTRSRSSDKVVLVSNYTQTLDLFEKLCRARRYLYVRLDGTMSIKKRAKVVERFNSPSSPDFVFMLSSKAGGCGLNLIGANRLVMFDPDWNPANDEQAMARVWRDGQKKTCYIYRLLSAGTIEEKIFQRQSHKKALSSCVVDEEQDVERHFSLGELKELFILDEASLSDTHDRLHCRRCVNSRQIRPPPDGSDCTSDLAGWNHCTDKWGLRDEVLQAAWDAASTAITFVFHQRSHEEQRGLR
Starred values were filed as active, the others as inactive; ? = inconclusive; . = no result given.

SMILES	Casp6 inh	XiGFP reactiv	DENV2 CPE	F508del corr	RAD52 inh	E-sel inducer	GSIS activator	RAD54 inh
COC(=O)c1c(-c2ccccc2)c[nH]c1C	-2	0.0	2	-1.7	-9	.	.	.
O=c1c2cc(NC(=S)NCc3ccccn3)ccc2nc2n1CCCCC2	-1	0.2	3	-0.2	-9	4.8	9	.
COc1ccc2[nH]c3c(c2c1)CCN1C(=O)N([C@@H](C)C(=O)NC2CCCC2)C(=O)[C@]31C	0	.	1	2.4	-7	.	-13	7
O=C(NC1CCCCC1)c1n[nH]c2c1CCCCC2	1	0.0	.	-1.8	-6	0.2	-15	2
CC=Cc1ccc2n(c1=O)C[C@@H]1[C@@H](CO)[C@H](C(=O)NCC3CC3)[C@H]2N1CCC (mixture of isomers)	-2	0.3	5	-0.8	2	-1.6	8	-6
CC(C)NC(=O)N(C)C[C@@H]1Oc2c(NC(=O)Nc3cccc4ccccc34)cccc2C(=O)N([C@@H](C)CO)C[C@@H]1C	1	-1.0	-5	0.4	17	0.0	-19	-3
O=C(COC(=O)c1ccc2ccccc2n1)Nc1ccccc1Br	-1	-0.1	6	2.5	-40	0.3	5	-5
O=C(Nc1ccc(Br)cc1)NC1CCCCCCC1	-3	0.2	12	-0.8	-9	.	-2	-2
CC1=NN(C(C#N)c2ccc(F)cc2)C(c2ccccc2)C1 (stereo not given)	-1	0.0	-4	1.3	-11	.	11	-2
C[C@H]1CCCCO[C@H](CN(C)CC2CCCCC2)[C@@H](C)CN([C@@H](C)CO)C(=O)c2cc(NS(=O)(=O)c3cccs3)ccc2O1	1	0.0	-2	2.5	37	0.1	8	13
COc1ccc(CCc2ccc3ccccc3n2)cc1	1	0.2	10	2.3	-8	.	7	5
CCOC(=O)[C@]12CCCC=C1N(Cc1ccco1)C(=O)[C@H](CC(=O)NCCCOC)C2	-2	0.3	-9	3.4	-25	-0.1	2	.

Record cards (already shown).
COC(=O)c1c(-c2ccccc2)c[nH]c1C across the screens: Casp6 inh: -2; XiGFP reactiv: 0.0; DENV2 CPE: 2; F508del corr: -1.7; RAD52 inh: -9; E-sel inducer: .; GSIS activator: .; RAD54 inh: .
CCOC(=O)[C@]12CCCC=C1N(Cc1ccco1)C(=O)[C@H](CC(=O)NCCCOC)C2 across the screens: Casp6 inh: -2; XiGFP reactiv: 0.3; DENV2 CPE: -9; F508del corr: 3.4; RAD52 inh: -25; E-sel inducer: -0.1; GSIS activator: 2; RAD54 inh: .
O=C(Nc1ccc(Br)cc1)NC1CCCCCCC1 across the screens: Casp6 inh: -3; XiGFP reactiv: 0.2; DENV2 CPE: 12; F508del corr: -0.8; RAD52 inh: -9; E-sel inducer: .; GSIS activator: -2; RAD54 inh: -2

Next part:
SMILES	Casp6 inh	XiGFP reactiv	DENV2 CPE	F508del corr	RAD52 inh	E-sel inducer	GSIS activator	RAD54 inh
CC(=O)Nc1ccc(NC(=O)COC(=O)COc2ccc3ccccc3c2)cc1	-2	0.0	-10	0.0	-17	0.1	10	4
O=C(c1cc(C2CCCCN2C(=O)CCCc2ccccc2)on1)N1CCOCC1 (stereo not given)	-1	0.0	?	1.3	-5	-0.8	-10	5
COC(=O)CC1C(=O)NCCN1C(=O)c1cc([N+](=O)[O-])ccc1Cl (stereo not given)	0	0.1	10	-1.6	-8	.	10	3
CN(C)C(=O)[C@@H]1[C@@H](CO)[C@@H]2Cn3c(ccc(-c4ccccc4F)c3=O)[C@@H]2N1C(=O)C1CC1	-7	0.5	?	0.9	-9	0.6	8	7
O=C(Nc1ccc(F)cc1)c1ccccc1	2	.	1	-0.6	-53	.	11	-11
C[C@@H]1CN([C@H](C)CO)C(=O)c2cc(NC(=O)C3CCCCC3)ccc2O[C@@H](C)CCCCO[C@H]1CN(C)C(=O)C1CCCCC1	-4	-0.8	-13	0.0	-6	0.1	-16	3
CCOc1ccccc1NC(=S)N1CCN(c2ccccc2)CC1	-1	0.0	-3	-1.8	-6	.	.	-2
Oc1cccc(-c2ccc3nccn3c2)c1	5	-0.1	-7	4.5	-18	2.0	.	-7
NCC[C@@H]1CC[C@H](NC(=O)CCN2CCCCC2)[C@H](CO)O1	-1	0.4	-3	-0.7	2	0.2	-4	-11
CCOC(=O)c1cc2c(=O)n3ccccc3nc2n(CCCOC)c1=NC(=O)c1ccncc1	2	0.0	1	1.6	-17	1.9	27	.
O=C(C[C@H]1CC[C@H]2[C@@H](COC[C@@H](O)CN2C(=O)Nc2ccc(Cl)cc2)O1)NC1Cc2ccccc2C1	7	0.4	-5	0.3	4	0.0	-18	-2
O=C1NC(=O)/C(=C\c2ccc(Br)o2)S1	49*	0.2	14	-1.6	-22	0.9	-38	-7

Quoted at random: 3 entries already listed
SMILES	Casp6 inh	XiGFP reactiv	DENV2 CPE	F508del corr	RAD52 inh	E-sel inducer	GSIS activator	RAD54 inh
O=C(Nc1ccc(F)cc1)c1ccccc1	2	.	1	-0.6	-53	.	11	-11
COC(=O)c1c(-c2ccccc2)c[nH]c1C	-2	0.0	2	-1.7	-9	.	.	.
O=C1NC(=O)/C(=C\c2ccc(Br)o2)S1	49*	0.2	14	-1.6	-22	0.9	-38	-7

More structures follow.
SMILES	Casp6 inh	XiGFP reactiv	DENV2 CPE	F508del corr	RAD52 inh	E-sel inducer	GSIS activator	RAD54 inh
CCOC(=O)C1CCN(S(=O)(=O)CCNC(=O)c2ccc3c(c2)OCO3)CC1	-2	0.0	-3	-0.8	0	.	12	-7
COc1ccc2[nH]c(C)c(CCN(Cc3cccs3)C(=S)Nc3ccccc3OC)c2c1	-4	0.1	-4	2.5	-97	0.1	-3	1
CCOc1ccccc1NC(=O)CN1CCN(C(=O)C2CCCO2)CC1 (stereo not given)	1	-0.1	2	0.4	-13	1.9	-1	2
C[C@@H]1CN([C@@H](C)CO)C(=O)c2ccccc2-c2ccccc2CO[C@@H]1CN(C)C	1	-0.4	0	-2.8	15	-0.2	2	4
Cc1ccc(Cl)cc1N1CCN(C(=O)CSc2ccsc2[N+](=O)[O-])CC1	3	-0.1	-10	4.4	-9	.	6	-8
C/C(=N\NC(=O)C(N)=O)c1ccc(O)cc1O	-9	0.3	3	-0.5	-10	.	-6	0
NC(=O)c1cc([N+](=O)[O-])ccc1NCc1cccc([N+](=O)[O-])c1	-1	0.0	-1	0.5	-8	1.5	17	1
COc1cc2ccc(C(C)=NNC(N)=S)cc2cc1OC	1	-0.1	-2	1.8	-13	0.3	67*	17
Cc1nc(CN2CCCCC2)cc(=O)[nH]1	-3	0.1	1	-3.0	-19	-0.3	11	3
COc1ccccc1CNC(=O)C(=O)NCC1OCCN1C(=O)c1cccs1 (stereo not given)	-2	0.0	1	1.2	-5	-1.6	12	-2
COc1ccc(S(=O)(=O)N2CCCCC2)cc1NC(=O)C1COc2ccccc2O1 (stereo not given)	-3	0.3	6	0.8	-13	-0.7	7	-8
C[C@@H]1CN([C@@H](C)CO)S(=O)(=O)c2ccc(C#CC(C)(C)O)cc2O[C@@H]1CN(C)Cc1ccc(F)cc1	0	0.1	-2	-1.8	-4	-0.4	-6	-14
O=C1OCCN/C1=C\C(=O)c1ccc(Cl)cc1	-4	-0.2	-3	-1.5	-67	-0.1	0	2
CN(C)C(=O)c1cccc(-c2ccccc2[C@@H]2[C@@H](C#N)N(C(=O)C3CCC3)[C@H]2CO)c1	5	0.0	?	-1.1	-11	0.0	-3	.
C[C@H](CO)N1C[C@H](C)[C@H](CN(C)Cc2ccc3c(c2)OCO3)Oc2ccc(N(C)C)cc2CC1=O	3	-0.8	13	-1.8	6	0.0	5	-3
O=C(NCCc1ccccc1)/C(=C\c1ccc([N+](=O)[O-])cc1)NC(=O)c1ccco1	3	0.3	-1	0.3	-46	.	-20	-18
O=C(CSc1nnc(-c2ccccn2)o1)Nc1cccc(Cl)c1	4	0.3	1	0.2	0	.	0	11
COc1cccc(S(=O)(=O)N2CC[C@@H]3[C@H](CO)Nc4ccc(C#Cc5cccnc5)cc4[C@@H]32)c1	-2	0.1	-2	4.3	-25	-0.3	7	8
Cc1cc(C)c(NC(=S)NCC2CCN(C(C)c3ccccc3)C2)c(C)c1 (stereo not given)	-3	0.5	.	0.9	-3	0.0	-1	-2
CC(=O)N1CCc2c(sc(NC(=O)CCS(=O)(=O)c3ccc(C)cc3)c2C(N)=O)C1	3	0.0	-2	-5.3	-24	-0.7	5	-4
COc1ccccc1C(CNC(=O)c1ccc(OCc2c(C)noc2C)cc1)N1CCCC1 (stereo not given)	-3	-0.1	8	2.3	-66	-0.2	0	.
Cn1cc(CN2CCN(Cc3ccc4c(c3)OCO4)CC2)c(-c2ccccc2F)n1	-1	0.4	.	-2.4	-32	.	4	.
C[C@@H]1CCCCO[C@@H](CN(C)Cc2ccc(Cl)c(Cl)c2)[C@@H](C)CN([C@H](C)CO)C(=O)c2cc(NC(=O)c3ccccc3)ccc2O1	-1	0.4	-4	3.5	-12	-0.1	3	-7
O=C(COC(=O)Cc1ccc(S(=O)(=O)N2CCOCC2)s1)Nc1ccc([N+](=O)[O-])cc1	6	-0.1	-1	-4.0	-127	-0.1	-21	-7
COc1cc(C)ccc1OCc1cc(C(=O)N2C[C@H]3CC[C@H]2C3)no1	6	0.0	4	0.5	-12	.	7	-10
COc1ccccc1N1CCN(C(=O)CCC(=O)N2CCN(c3ccc(F)cc3)CC2)CC1	-2	0.1	1	-0.8	-11	0.2	.	0
Cc1noc(C)c1NC(=O)Nc1ccc2c(c1)C(=O)N([C@@H](C)CO)C[C@@H](C)[C@@H](CN(C)C(=O)Nc1ccccc1)OCCCC[C@H](C)O2	0	-0.1	0	0.8	8	-0.3	17	3
Cc1ccc(S(=O)(=O)Nc2ccc3c(c2)C(=O)N([C@H](C)CO)C[C@@H](C)[C@H](CN(C)C(=O)Nc2c(C)noc2C)OCCCC[C@@H](C)O3)cc1	-2	0.1	-7	1.0	-15	.	-4	1
Cc1ccc(C(=O)COC(=O)CNC(=O)c2cccs2)cc1C	1	0.0	9	-0.1	-13	.	-5	7

In another format: results already given
Cc1noc(C)c1NC(=O)Nc1ccc2c(c1)C(=O)N([C@@H](C)CO)C[C@@H](C)[C@@H](CN(C)C(=O)Nc1ccccc1)OCCCC[C@H](C)O2
  Casp6 inh: 0; XiGFP reactiv: -0.1; DENV2 CPE: 0; F508del corr: 0.8; RAD52 inh: 8; E-sel inducer: -0.3; GSIS activator: 17; RAD54 inh: 3

COc1ccccc1N1CCN(C(=O)CCC(=O)N2CCN(c3ccc(F)cc3)CC2)CC1
  Casp6 inh: -2; XiGFP reactiv: 0.1; DENV2 CPE: 1; F508del corr: -0.8; RAD52 inh: -11; E-sel inducer: 0.2; GSIS activator: .; RAD54 inh: 0

From PubChem BioAssay
